Screening data as filed in PubChem BioAssay.
SKN-1 inh – suppressors of acrylamide-induced Pgst-4::GFP reporter in worms, primary screen, SKN-1 inhibitor project, whole organism, uHTS, GFP/RFP fluorescence ratio, strain VP596 | C. elegans VP596 Pgst-4::GFP/RFP ratio, 24 h | inhibition, % at 21.8 µM | AID 624304, 2012 | actives 0.49% (n = 360,000);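 active = interference check ratio from 0.5 to 1.5 plus GFP to RFP signal ratio inhibition reaching or exceeding a fixed threshold, cut at about 30% in these data, passing the limit was not always enough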; also: some compounds called inactive have numbers as strong as hits
Rin1 Abl inh – inhibitors of Rin1-Abl protein binding, primary screen, biochemical, TR-FRET | actives 0.4% (n = 360,000) | inhibition, % at 7.35 µM | Tyrosine-protein kinase ABL1 (Homo sapiens) + Ras and Rab interactor 1 (Homo sapiens), … | AID 588664, 2011; in the data active = inhibition above about 5%, passing the limit was not always enough
eLon inh – inhibitors of E. coli Lon protease, primary screen, biochemical, fluorescence polarization; P0A9M0; inhibition, % at 7.94 µM; actives 0.42% (n = 360,000); purified E. coli Lon protease; in the data active = inhibition above about 13%, passing the limit was not always enough;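 also: 0% = enzyme with probe and DMSO and 100% = no enzyme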
Target sequence (P0A9M0 whole entry, looked up): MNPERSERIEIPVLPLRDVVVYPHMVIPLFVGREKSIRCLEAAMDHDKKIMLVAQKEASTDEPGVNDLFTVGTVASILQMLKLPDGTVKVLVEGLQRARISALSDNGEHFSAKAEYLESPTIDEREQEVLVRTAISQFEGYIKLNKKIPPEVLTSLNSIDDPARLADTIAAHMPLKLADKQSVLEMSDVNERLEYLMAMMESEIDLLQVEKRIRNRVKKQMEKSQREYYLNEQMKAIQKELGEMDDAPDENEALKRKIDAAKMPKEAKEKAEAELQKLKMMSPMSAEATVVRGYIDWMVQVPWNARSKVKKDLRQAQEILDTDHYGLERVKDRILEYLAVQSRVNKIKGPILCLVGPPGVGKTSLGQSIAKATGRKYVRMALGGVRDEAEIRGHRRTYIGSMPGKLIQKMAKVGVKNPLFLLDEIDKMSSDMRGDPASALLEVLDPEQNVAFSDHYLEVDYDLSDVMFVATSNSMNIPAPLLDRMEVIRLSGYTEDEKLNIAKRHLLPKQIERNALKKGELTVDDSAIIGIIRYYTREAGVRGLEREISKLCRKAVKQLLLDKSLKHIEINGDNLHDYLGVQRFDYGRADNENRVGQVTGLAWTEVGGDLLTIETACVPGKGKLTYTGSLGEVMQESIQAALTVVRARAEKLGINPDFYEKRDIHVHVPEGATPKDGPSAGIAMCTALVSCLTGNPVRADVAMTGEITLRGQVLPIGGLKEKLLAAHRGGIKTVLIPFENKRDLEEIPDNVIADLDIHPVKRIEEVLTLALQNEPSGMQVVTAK
Neddylation inh – inhibitors of cullin neddylation, primary screen, biochemical, TR-FRET, uHTS, NAE and Ubc12 | NEDD8-conjugating enzyme Ubc12 (Homo sapiens) + NEDD8-activating enzyme E1 regulatory … | calls only at 25 µM | actives 0.58% (n = 360,000) | AID 651699, 2012; in the data active = inhibition above about 36%
MT1-MMP act inh – blockers of MT1-MMP proenzyme processing, primary screen, HT1080 RFP-PRO-GFP cells, GFP/RFP fluorescence; Matrix metalloproteinase-14 (Homo sapiens), P50281; GFP/RFP ratio fluorescence, overnight; percent of plate control window, DMSO zero; GFP/RFP ratio change, % at 20 µM; actives 0.061% (n = 360,000);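 active = GFP/RFP ratio change of at least 30% with cell ATP level not reduced by more than half and red fluorescence within 50% of control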; also: strong numbers were not always called active
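Material – HT1080 RFP-PRO-GFP cells · Control set – DMSO wells and RFP-L50D-GFP cells · Incubation – overnight cell settling, then overnight compound exposure, 37 °C, 5% CO2 · Compound dosing – single-point 20 µM compound, 1% DMSO · Read-out – GFP/RFP fluorescence ratio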
bovine MsrA act – bovine MsrA enzyme activators, primary screen, biochemical, absorbance, HTS; purified bovine MsrA, absorbance read-out; activation, % at 10.6 µM; actives 0.3% (n = 360,000); in the data active = activation above about 7.5%;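 also: 0% = vehicle and 100% = reference activator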
FAS-TE inh – FAS thioesterase domain inhibitors, primary screen, biochemical, fluorescence intensity, uHTS; actives 0.67% (n = 360,000); AID 602261, 2012; recombinant FAS-TE, OMFH fluorogenic substrate, fluorescence endpoint; inhibition, % at 15 µM;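 active = compounds whose normalised, plate-corrected inhibition of enzyme fluorescence in the single-dose primary screen is 50% or more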;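 also: 0% = DMSO with enzyme and 100% = substrate without enzyme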
MsrA inhibitor – bovine MsrA enzyme inhibitors, primary screen, biochemical, absorbance, HTS; Methionine sulfoxide reductase A (Bos taurus); actives 0.75% (n = 360,000); inhibition, % at 15.5 µM; purified bovine MsrA, absorbance read-out; AID 651718, 2012; in the data active = inhibition above about 4.5%;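 also: 0% = vehicle wells with enzyme and 100% = reference inhibitor wells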
CendR NRP1 mod – modulators of CendR peptide binding to NRP-1, primary screen, biochemical, fluorescence polarization, uHTS | FAM-RPARPAR peptide binding to NRP-1 | Neuropilin-1 (Homo sapiens), O14786 | actives 0.85% (n = 360,000) | inhibition, % at 25 µM;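 active = inhibition or corrected inhibition above about 18%, plus a signal ratio from 0.5 to 1.5, limit read from the data, passing the limit was not always enough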; also: strong numbers were not always called active
* marks the source's active call; other numbers are inactive results; i = inactive; . = no result given; + = active, no number. Compounds were not picked by outcome. Share with any hit: about 4.2%.

The line under a structure holds: SKN-1 inh | Rin1 Abl inh | eLon inh | Neddylation inh | MT1-MMP act inh | bovine MsrA act | FAS-TE inh | MsrA inhibitor | CendR NRP1 mod
CC(NC(=O)COC(=O)C1CSC2(C)CCC(=O)N12)C12CC3CC(CC(C3)C1)C2 (configuration not stated)
  7 | 3 | 2 | i | 6 | -10 | -4 | -1.1 | -24
Cn1c(=O)[nH]c(=O)c2c1[nH]c(=S)n2CCCc1ccccc1
  8 | -4 | -3 | i | -1 | -2 | -4 | -1.4 | -3
O=C(CSc1ccc(-c2cccs2)nn1)N1CCCCCC1
  -4 | 0 | -5 | i | 0 | -6 | -2 | -0.1 | 2
Cc1cc(C)cc(C(=O)NC(CC(N)=O)c2ccc(N3CCCCCC3)c([N+](=O)[O-])c2)c1 (configuration not stated)
  6 | 5 | 5 | i | 3 | -2 | 0 | -0.7 | 4
Cc1ccc(N2C(=O)CC(Sc3ncn[nH]3)C2=O)cc1C (configuration not stated)
  -1 | -4 | -1 | i | 1 | -3 | -21 | -1.7 | 15
COc1ccc(NC(=O)CSCC(=O)N(C)CC(=O)Nc2c(C)cccc2C)cc1
  4 | -2 | -4 | i | 2 | -4 | -6 | -0.2 | -18
Cc1ccc(N2CC(C(=O)Nc3nnc(C(C)C)s3)CC2=O)cc1 (configuration not stated)
  -16 | -1 | 4 | i | 1 | -5 | -7 | 0.8 | 4
C=C1c2ccccc2O[C@H](C(=O)OCC)[C@H]1OC
  5 | -1 | -4 | i | -1 | -2 | -6 | 0.7 | 11
CC(C)C[C@H]1CNC(=S)N1C[C@H]1CCCN1C[C@H](Cc1ccccc1)N1C[C@H](Cc2ccc(O)cc2)N(CC2CCCCCC2)C1=S
  -4 | 7 | -4 | i | -8 | -2 | -102 | -1.3 | 0
CCOC(=O)Cn1c(O)c(N=NC(=O)OC)c2ccccc21
  2 | -1 | 2 | i | -1 | -6 | -4 | 2.0 | -8
O=C(NC(NC(=S)Nc1cccc(C(=O)O)c1)C(Cl)(Cl)Cl)OCc1ccccc1 (configuration not stated)
  -10 | -4 | 2 | i | 3 | -7 | -8 | -0.7 | 4
CCCOc1ccc(Oc2cc(C)nc(SC)n2)nn1
  7 | 2 | 1 | i | 0 | -5 | -6 | 0.7 | 1
O=C(NCc1ccccn1)C1CC(=O)N(C2CCCC2)C1 (configuration not stated)
  -5 | 3 | -12 | i | -2 | -3 | -3 | -0.2 | -3
CCc1ccc2nc(N(CCCN(C)C)C(=O)c3ccc(S(=O)(=O)N(C)C4CCCCC4)cc3)sc2c1
  -7 | 2 | -1 | i | 0 | -2 | 11 | -0.2 | 1
O=c1cc(-c2ccc3c(c2)OCCO3)oc2ccc(Cl)cc12
  10 | -1 | 7 | i | 6 | 1 | -8 | 2.1 | 4
NS(=O)(=O)c1ccc(CCNC(=O)c2cccc3ccccc23)cc1
  -6 | 2 | -7 | i | 0 | 1 | -4 | 1.3 | 7
Cc1ccc(OCc2nnc(SCC(=O)c3ccccc3)n2Cc2ccco2)cc1
  17 | 3 | -2 | i | 1 | -7 | 14 | 1.0 | 13
CCCCN1CCc2c1nc1ccc(Br)cc1c2N
  9 | -2 | 6 | i | 2 | -6 | 4 | 0.0 | 5
O=C1CCCc2ccc3ccccc3c21
  18 | -2 | -2 | i | 1 | 0 | -2 | 0.6 | -3
Cc1nc2nc(SCC(=O)NCCCN3CCCCC3)nn2c(C)c1Cc1ccccc1
  -16 | -2 | -2 | i | -1 | -2 | 3 | 0.3 | -4
Cc1ccc(-c2csc(N3CCN(CCCn4c(-c5ccncc5)nc5ccccc54)CC3)n2)cc1
  19 | 2 | 1 | i | 3 | -1 | 14 | 1.3 | -2
CN(C)S(=O)(=O)c1ccc(C(=O)Nc2cccnc2)cc1
  -2 | 0 | -3 | i | 13 | -4 | -8 | 0.8 | 4
COc1ccc2nc(SCC(=O)NCc3ccccc3)[nH]c2c1
  -1 | 3 | -3 | i | 1 | -9 | -3 | 0.6 | -6
O=C(O)c1cc(/C=C/c2ccc(N3CCOCC3)c([N+](=O)[O-])c2)nc2ccccc12
  5 | -4 | -6 | i | -4 | -2 | -2 | 1.4 | -6
NS(=O)(=O)Oc1ccccc1
  -1 | 0 | -3 | i | 2 | -2 | -11 | -0.5 | 3
COc1ccccc1Oc1ccc2c(c1)C(=O)N(c1ccc(Br)c3cccnc13)C2=O
  -5 | 0 | -9 | i | 1 | 1 | 27 | -1.3 | -13
N#CC1c2ccccc2C=CN1C(=O)c1ccccc1 (configuration not stated)
  -16 | -1 | -15 | i | 2 | -4 | 2 | 0.2 | -1
CC1CCCCN1CCNC(=O)c1ccc2c(=O)n(Cc3ccc(Cl)cc3)c(=S)[nH]c2c1 (configuration not stated)
  5 | -1 | -25 | i | -1 | 0 | 7 | -0.4 | -16
CC(C)C(=O)Nc1ccc2c(c1)nc1n2CCSC1
  -6 | 0 | -6 | i | 0 | -11 | -8 | 1.0 | -10
O=C1OC(Nc2ccc(Br)cn2)c2ccccc21 (configuration not stated)
  -9 | 1 | -8 | i | 0 | -7 | -13 | -1.9 | -6
CC(C)C(=O)NS(=O)(=O)c1ccc(N)cc1
  -19 | 1 | 6 | i | 6 | -13 | -13 | -0.6 | 12
CC(=O)N1CCN(C2=NC(=O)/C(=C\c3cccs3)S2)CC1
  2 | 0 | -7 | i | -5 | -6 | -6 | 1.6 | 6
Cc1[nH]c(C)c(S(=O)(=O)N2CCN(c3ccccc3F)CC2)c1C(=O)N1CCCCC1
  -15 | 2 | -2 | i | 0 | -4 | -5 | -0.6 | 10
CCCOc1ccc(NC(=O)OC2CCN(C)CC2)cc1
  4 | -1 | 3 | i | -4 | -4 | -6 | 0.4 | -8
O=C(COc1ccccc1)Nc1nnc(S(=O)(=O)Nc2ccccc2)s1
  6 | -1 | -9 | i | 4 | -2 | -11 | -1.8 | -23
C[C@H](NC(=O)c1nc[nH]c1C(=O)N[C@@H](Cc1ccccc1)C(=O)OC(C)(C)C)C(=O)OC(C)(C)C
  14 | 2 | 1 | i | -8 | 1 | 18 | -0.4 | -2
COc1cc(O)c(C(=O)O)c(CCc2ccccc2)c1
  0 | -4 | -3 | i | 6 | -5 | -4 | -0.9 | 2
COc1ccc(C(=O)N2CCN(c3nc4ccccc4o3)CC2)cc1OC
  -27 | 0 | -8 | i | -8 | -2 | -5 | -0.4 | -9
N#CC1=C2Sc3ccccc3N2CCCC1=O
  6 | -1 | 0 | i | 2 | -6 | -3 | 4.0 | -6
C=CCn1cc(C(=O)NCc2cccnc2)c(=O)c2cc(S(=O)(=O)N(CC)CC)ccc21
  12 | -1 | 3 | i | -1 | 1 | -8 | 0.5 | -1
COc1ccc(CNC(=O)CCCn2nc(C)c3c(C)n(-c4ccc(C)cc4)nc3c2=O)cc1
  -16 | -6 | -5 | i | 8 | -2 | -5 | -0.1 | 16
CCOc1ccc(NC(=O)CSc2nc3nc(C)cc(C)n3n2)cc1
  -10 | -1 | 7 | i | 7 | -8 | 2 | -0.4 | -2
CN1CCCCc2c1nc1c(c2N)CCCC1
  14 | -1 | -3 | + | -3 | -6 | -5 | 1.4 | 7
Cc1ccc2nsnc2c1NC(=O)c1ccc2c(c1)OCCO2
  2 | -4 | 4 | i | 6 | -1 | -6 | 1.7 | -5
c1ccc(C(Cc2nc(-c3cccnc3)no2)c2ccccc2)cc1
  -6 | 0 | -10 | i | 1 | -8 | 15 | 0.5 | 15
OCCN(CC#CC(O)(c1ccccc1)c1cccc(F)c1)CCO (configuration not stated)
  7 | 4 | -1 | i | -1 | -1 | -8 | 0.5 | 6
Cc1ccc(S(=O)(=O)c2nc(-c3ccco3)oc2SCC(=O)NCC2CCCO2)cc1 (configuration not stated)
  17 | -1 | -13 | i | -10 | -5 | -6 | -1.1 | -34
Cc1ccccc1NC(=O)Cn1nnc2c(cnn2-c2ccc(F)cc2)c1=O
  1 | 0 | -3 | i | 6 | -10 | -8 | 1.9 | -29
CC(C)C(NS(=O)(=O)c1ccc2c(c1)OCCO2)C(=O)NCCc1ccccn1 (configuration not stated)
  4 | -1 | -2 | i | 10 | 0 | -10 | -0.6 | 10
COc1ccc(CNc2ccccc2SC)cc1OC
  4 | -3 | -2 | i | 2 | 3 | 3 | -1.0 | -5

Shown as labelled records: entries from further up.
COc1ccc(CNC(=O)CCCn2nc(C)c3c(C)n(-c4ccc(C)cc4)nc3c2=O)cc1
- SKN-1 inh: -16
- Rin1 Abl inh: -6
- eLon inh: -5
- Neddylation inh: i
- MT1-MMP act inh: 8
- bovine MsrA act: -2
- FAS-TE inh: -5
- MsrA inhibitor: -0.1
- CendR NRP1 mod: 16

CN1CCCCc2c1nc1c(c2N)CCCC1
- SKN-1 inh: 14
- Rin1 Abl inh: -1
- eLon inh: -3
- Neddylation inh: +
- MT1-MMP act inh: -3
- bovine MsrA act: -6
- FAS-TE inh: -5
- MsrA inhibitor: 1.4
- CendR NRP1 mod: 7

Later entries:
The line under a structure holds: SKN-1 inh | Rin1 Abl inh | eLon inh | Neddylation inh | MT1-MMP act inh | bovine MsrA act | FAS-TE inh | MsrA inhibitor | CendR NRP1 mod
COc1cc2c(cc1OC)C(C(=O)O)C(c1ccc(C)o1)N(C)C2=O (configuration not stated)
  -22 | 0 | -11 | i | -5 | -3 | -5 | -1.5 | 5
COc1ccc2c(CN3CCN(C(C)=O)CC3)cc(=O)oc2c1
  12 | 2 | 5 | i | 4 | -3 | -8 | 1.9 | 1
O=S(=O)(Cc1ccc(Cl)cc1)c1ccccc1-c1nnc(-c2ccccc2)o1
  5 | 0 | 4 | i | 4 | -3 | 17 | -0.2 | -15
CCc1cccc(NC(=O)COC(=O)c2c(-c3ccccc3)noc2C)c1
  11 | -2 | 4 | i | -3 | -1 | 21 | 1.5 | 0
O=c1cc(-c2ccccc2)n(S(=O)(=O)c2ccc3ccccc3c2)o1
  -6 | 1 | -2 | i | -7 | -3 | 4 | 0.8 | 1
CCOC(=O)c1c(-c2ccc(Cl)cc2)cn2ccccc12
  22 | 0 | 8 | . | -2 | -1 | 8 | 0.9 | 12
CCn1c(CNC(=O)c2ccccc2Cl)cc2ccccc21
  2 | -1 | 5 | i | 0 | -3 | 1 | 0.2 | 2
Cc1cccc(C(=O)NCCC(=O)NCc2ccccc2Cl)c1
  10 | 1 | -3 | i | 4 | 5 | -5 | 1.5 | 8
Cc1cc(C(=O)NC2CCCN(Cc3ccc(Cl)cc3)C2)c(C)o1 (configuration not stated)
  5 | 0 | -13 | i | -3 | -1 | 0 | 0.2 | 11
CC(C)C(NC(=O)c1ccc(Cl)cc1)C(=O)O (configuration not stated)
  8 | 0 | -10 | i | 2 | -2 | -3 | 0.6 | 2
Cn1nc(-c2ccccc2)cc1NC(=O)c1ccc(Cl)cc1
  13 | 3 | -3 | i | 6 | -1 | 4 | -0.1 | 6
C=CCOc1ccc(CNCC2CCCO2)cc1 (configuration not stated)
  4 | 0 | 54* | i | -6 | 2 | -4 | -0.4 | 2
COc1cccc(N(CC(=O)Nc2ccccc2C)S(C)(=O)=O)c1
  7 | 1 | -17 | i | -3 | 2 | -6 | -0.8 | 3
